Rtt109 HAT inh: C. albicans Rtt109 histone acetyltransferase inhibition; Q5AAJ8; purified Rtt109/Vps75, ThioGlo CoA-SH fluorescence, 4 h; inhibition, % at 34.9 µM; 0.16% of 330,000 active;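 active = inhibition of at least 50% in every replicate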
Wnt act: activates Wnt/beta-catenin signaling in a reporter cell assay. activator, plate reader. activation, % at 9.35 µM. 1.2% of 300,000 active; in the data active = activation above about 30%, passing the limit was not always enough;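 also: 0% = neutral control wells and 100% = positive control wells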
SR-BI DiI-HDL act: SR-BI HDL lipid transfer activation. CHO ldlA[mSR-BI] cells, DiI-HDL uptake fluorescence, 3 h; 100 = double the neutral-control signal. activation, % at 12.5 µM. 0.096% of 320,000 active. AID 504775;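 active = mean replicate activation of at least 60% and every replicate at or above 60%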;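 also: 0% = median plate neutral-control signal and 100% = twice that signal; values of inactives mirror those of a sister screen read the other way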
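Test system: SR-BI-overexpressing, LDLR-lacking CHO cells; Also added: labelled HDL, 10 µg/mL; Measured by: bottom-read cell fluorescence after medium removal, ex 550/em 595 nm; Timing: 3 h uptake period with compound, 37 °C; Buffer or medium: F12, 0.5% BSA, 25 mM HEPES; Doses: single compound concentration, delivered by pin transfer.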
MITF act: increases MITF-driven TRPM1 promoter luciferase signal; activation, % at 12.5 µM; AID 588334; 0.75% of 300,000 active; SK-MEL-5 TRPM1-promoter luciferase, 24 h; % of positive control, neutral wells = 0;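 active = mean activation of at least 80% with every replicate also reaching 80%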;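 also: 0% = neutral control wells and 100% = parthenolide positive control wells; values of inactives mirror those of a sister screen read the other way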
dFosB activator: activators of mouse delta FosB homodimer. P13346. purified delta FosB, TAMRA-CDK5 oligo fluorescence polarization; percent of positive-control signal above neutral wells. activation, % at 25 µM. 0.99% of 340,000 active. AID 493131;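 active = mean activation above about 17%, with every replicate also reaching it, limit read from the data, passing the limit was not always enough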;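 also: fluorescence polarization rise as delta FosB binds a TAMRA Cdk5 AP-1 oligo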
PvdQ acylase: blocks Pseudomonas aeruginosa PvdQ acylase activity. inhibition, % at 10 µM. purified PvdQ acylase, fluorescence plate reader. 0.063% of 340,000 active; in the data active = inhibition above about 30%, passing the limit was not always enough;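 also: 0% = vehicle neutral wells and 100% = reference inhibitor wells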
SR-BI HDL uptake: inhibitors of mouse SR-BI mediated HDL lipid uptake. AID 488896. 0.96% of 320,000 active. inhibition, % at 12.5 µM. Q61009. ldlA[mSR-BI] CHO cells, DiI-HDL uptake fluorescence, 3 h;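 active = mean replicate inhibition of at least 70% and a set share of replicates each scoring 70 or more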;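 also: 0% = median of neutral control wells and 100% = median of positive control wells; values of inactives mirror those of a sister screen read the other way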
Target sequence (Q61009 whole entry, looked up): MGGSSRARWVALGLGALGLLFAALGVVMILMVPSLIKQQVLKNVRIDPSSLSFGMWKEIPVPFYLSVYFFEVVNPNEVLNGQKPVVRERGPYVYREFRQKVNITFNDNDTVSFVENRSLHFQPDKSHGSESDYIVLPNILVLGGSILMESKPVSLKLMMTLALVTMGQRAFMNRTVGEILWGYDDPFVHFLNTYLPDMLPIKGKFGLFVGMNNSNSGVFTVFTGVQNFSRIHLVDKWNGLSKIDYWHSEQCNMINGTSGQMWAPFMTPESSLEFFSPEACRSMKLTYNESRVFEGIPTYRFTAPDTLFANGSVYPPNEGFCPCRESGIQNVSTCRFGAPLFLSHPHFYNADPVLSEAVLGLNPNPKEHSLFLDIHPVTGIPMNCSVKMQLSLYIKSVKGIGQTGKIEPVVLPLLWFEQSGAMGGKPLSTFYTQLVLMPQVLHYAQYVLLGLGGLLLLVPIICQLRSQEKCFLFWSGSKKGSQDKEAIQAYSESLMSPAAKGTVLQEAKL
RTF Ca sens act: increases calcium sensitivity of human cardiac regulated thin filaments | IANBD-labeled TnC RTF fluorescence at EC20 calcium; 0% EC20 calcium, 100% full calcium | 0.24% of 340,000 active | activation, % at 7.2 µM | AID 493008 | P19429+P45379;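 active = activation above the mean over all tested compounds plus 3 SD, cut at about 30% in these data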;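 also: rise in fluorescence read as greater calcium sensitivity of cardiac thin filaments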
CDK5 p35 inh: inhibitors of human CDK5/p35 kinase | inhibition, % at 10 µM | Recombinant CDK5/p35, ADP-Glo luminescence, 60 min | AID 488839 | 0.01% of 330,000 active;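 active = highest replicate inhibition of at least 50% and at least 75% of replicates reaching 50%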;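 also: plate controls were DMSO neutral control for no effect and GW8510 at 10 µM for full effect; many of its hits are not listed in these tables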
HTR5A ag ctr: HTR5A agonism, opioid heterodimer counter-screen; 0.61% of 340,000 active; activation, % at 9.3 µM; HTR5A agonist assay, luminescence, cell-based; in the data active = activation mostly above about 9.5%, no sharp cut-off; inactive = mostly below about 7.6%;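 also: 0% = cells with vehicle only and 100% = reference agonist; strong numbers were not always called active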
Target sequence (P47898 whole entry, looked up): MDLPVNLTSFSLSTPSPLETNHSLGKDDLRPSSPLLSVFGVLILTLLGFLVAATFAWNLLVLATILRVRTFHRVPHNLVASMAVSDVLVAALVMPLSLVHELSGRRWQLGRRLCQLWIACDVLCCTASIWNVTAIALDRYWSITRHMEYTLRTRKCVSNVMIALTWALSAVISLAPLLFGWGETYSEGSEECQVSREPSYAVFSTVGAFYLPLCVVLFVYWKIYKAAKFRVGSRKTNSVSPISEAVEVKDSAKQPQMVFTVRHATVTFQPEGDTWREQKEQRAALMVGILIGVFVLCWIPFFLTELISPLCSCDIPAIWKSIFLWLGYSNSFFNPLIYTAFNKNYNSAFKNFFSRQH
* = called active by the depositor; . = no result given; & = joins results of further samples. An unsorted share of the library; about 4.4% have a hit in one of these screens.

The opening two entries (preview)
SMILES	Rtt109 HAT inh	Wnt act	SR-BI DiI-HDL act	MITF act	dFosB activator	PvdQ acylase	SR-BI HDL uptake	RTF Ca sens act	CDK5 p35 inh	HTR5A ag ctr
Cc1ccc(OCCCC(=O)NC(C)c2ccccc2)c(C)c1 (stereo unspecified)	-3	-1	.	-8	-4	-7	.	3	1.3	0
COC(=O)C1=C(C)N=C2SCCC(=O)N2C1/C=C/c1ccccc1 (stereo unspecified)	-4	.	-9	11	3	-10	9	2	-1.6	.

Results (from the top)
SMILES	Rtt109 HAT inh	Wnt act	SR-BI DiI-HDL act	MITF act	dFosB activator	PvdQ acylase	SR-BI HDL uptake	RTF Ca sens act	CDK5 p35 inh	HTR5A ag ctr
Cc1ccc(OCCCC(=O)NC(C)c2ccccc2)c(C)c1 (stereo unspecified)	-3	-1	.	-8	-4	-7	.	3	1.3	0
COC(=O)C1=C(C)N=C2SCCC(=O)N2C1/C=C/c1ccccc1 (stereo unspecified)	-4	.	-9	11	3	-10	9	2	-1.6	.
N#C/C(=C\c1ccccc1)C(=O)NCc1ccc(F)cc1	-13	-2	-6	2	-11	-23	6	0	2.4	4
COCCn1c(SCC(=O)Nc2cccnc2Cl)nc2cc(Cl)ccc2c1=O	-6	0	-4	-11	-7	6	4	-4	1.0	8
COc1ccc2c(c1)CCc1c(C(=O)NCCCn3ccnc3)noc1-2	6	.	2	9	-14	-13	-2	0	-2.1	2
COC(=O)N/N=C/c1cn(Cc2ccccc2Cl)c2ccccc12	3	0	-17	-5	-3	-9	17	-1	-1.3	2
CC1CC(=O)Nc2ccccc2N1C(=O)COc1ccc2ccccc2c1 (stereo unspecified)	5	-2	-13	-21	-5	10	13	-1	0.6	0
CC(C)[C@H](Nc1ncnc2c1oc1ccccc12)C(=O)O	3	1	25	-15	2	-13	-25	2	-0.3	0
CCCCNC(=S)NNC(=O)c1nn(C)cc1Cl	-10	2	4	0	-4	-2	-4	-3	1.0	1
CCN(CC(=O)N1CCCC1)S(=O)(=O)c1ccccc1	-2	0	27	.	-2	-15	-26	6	-0.7	-3
CC(=O)CC(=O)Nc1ccc(C(N)=O)cc1	15	0	19	-6	-3	2	-19	-6	0.4	2
CCOC(=O)c1oc2ccc(S(=O)(=O)n3nc(-c4ccc(OC)cc4)cc3N)cc2c1C	1	-5	-5	-41	-14	-11	5	4	-1.3	0
Cn1c(O)c(N=NC(=O)c2cccc(S(=O)(=O)N3CCCCC3)c2)c2ccccc21	4	.	15	-15	-6	-12	-14	-6	-2.0	-1
O=C(c1ccco1)[C@@H]1[C@@H]2C(=O)N(c3ccc(F)cc3)C(=O)[C@@H]2[C@H]2C=Cc3ccccc3N21	8	0	17	-6	-6	6	-17	2	-1.7	3
CN(Cc1ccccc1)C(=O)COc1ccccc1Cl	-2	-4	.	16	4	-13	.	7	-1.0	-1
CCOC(=O)c1cn(-c2nc(-c3ccc(Cl)c(Cl)c3)cs2)c2c(F)c(N3CCOCC3)c(F)cc2c1=O	-7	-1	14	-14	-1	-16	-14	2	1.0	2
CC(C)(C)N1C(=O)c2ccccc2NC(=O)N1Cc1ccccc1	-3	-1	5	-2	-11	-13	-5	1	-0.5	0
CCC(C(=O)OCC(=O)Nc1ccccc1-c1ccccc1)c1ccccc1 (stereo unspecified)	-1	.	5	-4	-5	-3	-5	-1	0.6	5
COc1ccc(/C=C/C(=O)NC(C)CCc2ccccc2)cc1 (stereo unspecified)	12	.	16	-4	-2	11	-16	-11	1.1	4
CS(=O)(=O)N(CC(=O)NCC1CCCO1)c1cc(Cl)ccc1Cl (stereo unspecified)	1	0	12	-1	5	-5	-12	-3	-0.2	11
O=C(N/N=C/c1cccs1)c1ccc(NC(=O)c2ccccc2Cl)cc1	.	-1	-36	-12	3	-10	36	1	-3.3	2
CCCCCC(=O)NC(=S)Nc1ccc(N2CCCCC2)c(Cl)c1	4	-8	7	.	-5	11	-7	-1	-0.1	0
CC12CCC(=O)N1C(C(=O)Nc1nnc(SCc3ccccc3)s1)CS2 (stereo unspecified)	3	1	9	1	-2	4	-9	-10	3.7	-8
N#Cc1ccc(CN2CCN(C(=O)c3cc(C4CC4)nn3-c3ccccc3)CC2)cc1	7	0	-43	-12	-21	-13	43	1	-2.0	-10

As entered above.
CCOC(=O)c1cn(-c2nc(-c3ccc(Cl)c(Cl)c3)cs2)c2c(F)c(N3CCOCC3)c(F)cc2c1=O in SR-BI HDL uptake is listed with -14
CC12CCC(=O)N1C(C(=O)Nc1nnc(SCc3ccccc3)s1)CS2 (stereo unspecified) in CDK5 p35 inh is listed with 3.7
O=C(N/N=C/c1cccs1)c1ccc(NC(=O)c2ccccc2Cl)cc1 in PvdQ acylase is listed with -10
CN(Cc1ccccc1)C(=O)COc1ccccc1Cl in Wnt act is listed with -4
Cn1c(O)c(N=NC(=O)c2cccc(S(=O)(=O)N3CCCCC3)c2)c2ccccc21 in RTF Ca sens act is listed with -6

(more compounds)
SMILES	Rtt109 HAT inh	Wnt act	SR-BI DiI-HDL act	MITF act	dFosB activator	PvdQ acylase	SR-BI HDL uptake	RTF Ca sens act	CDK5 p35 inh	HTR5A ag ctr
CCCOc1cccc(C(=O)NC(=S)Nc2cccc(C(F)(F)F)c2)c1	-2	-1	-6	7	-14	-8	6	-1	1.7	-5
CCNc1c(NS(=O)(=O)c2ccc(Cl)s2)c(=O)oc2ccccc12	-5	-1	.	11	3	-1	.	-2	-0.8	-2
CCn1cc(CN2CCC(n3nccc3NC(=O)C(OC)c3ccccc3)CC2)cn1 (stereo unspecified)	1	0	0	-6	1	-15	0	8	-1.6	-6
O=C(OCC(=O)N1CCCc2ccccc21)c1cncc(Br)c1	-3	-9	-1	-2	-12	-11	1	4	-4.0	-1
O=S(=O)(Cc1cc(-c2ccccc2)no1)c1ccccc1	5	3	-17	75	-5	8	17	5	-0.1	1
CCOc1ccc(N(CC(=O)NCC2CCCO2)S(=O)(=O)c2ccc(OC)c(OC)c2)cc1 (stereo unspecified)	-3	.	-2	-11	-4	-8	2	0	0.2	-6
Cc1cc(N/N=C/c2ccccc2Cl)nc(NCc2ccccc2)n1	-1	.	-14	45	51*	-4	14	3	-2.1	3
COc1ccc(OC)c(C2CC(c3ccc(NS(C)(=O)=O)cc3)=NN2C(=O)c2ccccc2)c1 (stereo unspecified)	0	-6	-5	-4	-2	-10	5	1	-4.0	-4
Oc1ccccc1/C=N/Nc1nccnc1Cl	8	5	-48	.	5	-12	48	4	-0.9	1
NC(=NCCc1ccccc1)c1cccc([N+](=O)[O-])c1	-1	2	7	-1	-3	3	-7	-6	-0.3	2
OCCN(CCO)CC(O)COc1ccc(Br)cc1 (stereo unspecified)	-2	3&2	12	8	6	-25	-12	6	-4.3	2
Cc1ccc(CNC(=O)CCS(=O)(=O)c2ccc3c(c2)CC(C)N3C(=O)C2CC2)o1 (stereo unspecified)	4	-1	0	-15	-3	-3	0	-5	0.2	-2
O=C(c1ccccc1F)N1CCN(c2ccc([N+](=O)[O-])c3cccnc23)CC1	20	-1	-10	-3	-5	-22	10	13	2.4	-1
Cc1ccc(C(=O)NC(=S)NNC(=O)c2ccc([N+](=O)[O-])cc2)cc1	10	2	3	-2	-6	8	-3	14	1.0	4
COc1cc(OC)cc(-c2c(-c3cccs3)c3cc(Br)ccc3n2C)c1	-5	3	-7	-12	3	-9	11	-2	-0.6	4
CCOC(=O)c1sc(NC(=S)NC(=O)c2ccccc2Cl)c(C(=O)OCC)c1C	5	.	-50	1	1	3	50	-5	-2.6	2
COc1nc(N)nc(NC(=O)c2cccs2)c1N=O	20	-3	-14	4	1	-15	14	8	-1.1	-1
CN(C)S(=O)(=O)c1ccc(N2CCCC2)c(C(=O)Nc2ccc(N3CCOCC3)cc2)c1	4	-6	-12	-5	-9	-1	12	-3	-0.2	2
CSc1ccccc1C(=O)NCCc1ccc(S(=O)(=O)N2CCCCC2)cc1	0	0	-5	-4	2	2	5	-6	-0.3	2
C=CCc1ccc(OCCOCCOc2ccccc2[N+](=O)[O-])c(OC)c1	-1	.	-10	4	-4	-7	10	0	-3.0	-1
CCCCCCCCNCCS(=O)(=O)NCc1ccccc1OC	3	-5	-20	16	0	-11	20	2	0.6	0
CCn1c(C)nc2cc(C(=O)NNC(=S)Nc3ccc(Cl)cc3Cl)ccc21	10	.	.	19	-5	2	.	-4	1.1	1
CC(=O)c1ccc(OCC(O)CN(C)Cc2cccs2)cc1 (stereo unspecified)	-3	-1	1	3	1	9	-1	-4	0.4	0
CCOC(=O)c1c(C)[nH]c(C)c1C=O	-4	1	4	-1	-2	-8	-4	8	-0.7	1
CN1CCc2c(sc(N)c2C(=O)c2ccc(Cl)cc2)C1	-1	2	-1	12	-6	-8	1	12	1.2	1
CCOP(=O)(OCC)c1nc(-c2cccc3ccccc23)oc1NCCc1ccc(OC)cc1	-21	-6	12	7	-10	-108	-12	-1	1.1	-1
COc1ccc(CCNC(N)=S)cc1OC	-2	-4	-8	-2	1	-2	8	-1	-0.6	2
COc1ccc(CNc2ccc(C)c(C)c2)cc1	-5	-2	15	15	2	-14	-15	-1	0.8	3
CC(C)CCn1c(-c2nonc2N)nc2ccccc21	2	.	-24	4	-14	4	24	-8	0.4	4
CC(C)OC(=O)CSc1n[nH]c(-c2cccnc2)n1	-2	-4	-2	.	-6	-3	2	6	-0.9	0
CCc1ccc(C(=O)CSc2nc3ccccc3c(=O)[nH]2)cc1	-2	8	-4	-8	-10	-2	4	1	-0.4	-4
OC1CC2CCC(C1)N2CCCN1c2ccccc2Sc2ccc(Cl)cc21 (stereo unspecified)	22	-2	15	-90	15	-8	-15	0	0.6	2
Cc1cc(C)n(S(=O)(=O)/C=C/c2ccccc2)n1	5	.	-8	.	2	-3	8	-2	0.4	1
O=C(c1cccc(C(F)(F)F)c1)C1CCCN(C(=O)CCCn2cncn2)C1 (stereo unspecified)	-5	2	18	13	-7	2	-18	-4	-0.9	7
CCOc1ccc(-n2cc(C(=O)N3CCCCCC3)c3cc(OC)c(OC)cc3c2=O)cc1	6	-2	-75	-11	-13	-5	75*	4	-0.5	4
CCOc1ccccc1NC(=O)C1CCC(CNc2c(N3CCCCC3)c(=O)c2=O)CC1 (stereo unspecified)	-3	-4	-25	-1	-7	-7	25	4	1.5	-2
COc1ccc(S(=O)(=O)NCC2CCCO2)c(Cl)c1Cl (stereo unspecified)	-4	-2	14	-3	-4	6	-14	3	1.4	1
CC(NC(=O)c1cc(COc2ccc3ncccc3c2)on1)c1ccc(F)cc1 (stereo unspecified)	41	-4	.	-11	-17	11	.	6	7.5	1
S=C(NCC1CCCO1)Nc1cccc(Cl)c1 (stereo unspecified)	1	3	-3	13	-1	-8	3	0	0.8	3
CC(CC(=O)C1C(C)C=CCC1(C)C)NNC(N)=O (stereo unspecified)	5	-8	18	4	4	2	-18	0	1.7	-1
Cc1ccc(N(CC(=O)NC2CCCC2)C(=O)CNC(=O)c2cccs2)cc1C	7	-2	-15	4	-6	8	15	2	1.6	-4
COc1cccc(NC(=O)C(Sc2nnnn2C)c2ccccc2)c1 (stereo unspecified)	-7	1	-1	2	-8	-14	1	0	0.1	-3
Cc1c(OCc2ccc(C(=O)O)o2)ccc2c3c(c(=O)oc12)CCC3	-10	.	13	2	-13	-7	-13	-3	0.3	-1
CC(NC(=O)c1ccccc1Cl)C(=O)O (stereo unspecified)	-6	.	-17	-3	-2	3	17	-2	-0.8	-2
